# OX1R antag-1 – blocks the human orexin 1 receptor. O43613. CHO/OX1R cells, Fluo-8 calcium fluorescence, orexin A. inhibition, % at 5 µM. 330,000 compounds, 0.43% hits. AID 434989;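 active means inhibition above its plate's threshold, mean inhibition of all tested compounds on the plate plus 3 SD, cut at about 37% in these data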;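 further: 0% = orexin A challenge wells and 100% = SB-334867-A antagonist wells; not every result past the cut was called active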
# Target sequence (O43613 whole entry, looked up): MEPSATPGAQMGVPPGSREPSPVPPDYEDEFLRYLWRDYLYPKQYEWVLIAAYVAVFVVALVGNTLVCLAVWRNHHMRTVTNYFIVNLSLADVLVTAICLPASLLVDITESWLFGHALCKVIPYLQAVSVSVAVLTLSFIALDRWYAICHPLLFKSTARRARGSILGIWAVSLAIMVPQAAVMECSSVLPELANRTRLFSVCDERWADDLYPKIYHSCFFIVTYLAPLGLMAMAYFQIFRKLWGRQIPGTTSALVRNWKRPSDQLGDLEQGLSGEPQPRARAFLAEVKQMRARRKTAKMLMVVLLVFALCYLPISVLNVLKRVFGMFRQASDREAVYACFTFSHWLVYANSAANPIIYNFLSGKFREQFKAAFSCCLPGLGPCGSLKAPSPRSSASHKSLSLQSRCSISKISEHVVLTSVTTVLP
# OX1R antag-2 – blocks the human orexin 1 receptor; OX1R-expressing cells, FRET antagonist read-out; inhibition, % at 6.6 µM; 330,000 compounds, 1.8% hits; AID 485270; O43613; in the data active means inhibition mostly above about 38%, no sharp cut-off; inactive means mostly below about 40%;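 further: 0% = agonist challenge alone and 100% = reference antagonist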
# * hit, by the source's call.
molecule,OX1R antag-1,OX1R antag-2
Cc1cccc(OCC(=O)N2CCC(c3ccccc3)C2)c1 (configuration not stated),0.4,22.0
COc1ccc(-c2nc3scc(-c4ccccc4)n3n2)cc1,0.9,66.7*
O=C(CN1C(=O)/C(=C/c2cccc(Br)c2)SC1=S)N1CCCC1,2.6,9.4
O=C1C2C3C=CC(C4CC34)C2C(=O)N1/N=C/c1ccc(-c2ccc(F)cc2[N+](=O)[O-])o1 (configuration not stated),0.4,24.3
CN1CCN(c2ccc(NC(=O)c3ccc(Cl)cc3)cn2)CC1,0.5,5.3
CCCCC(CC)C1OCC(CN2CCCC2)O1 (configuration not stated),0.9,1.1
C(=N\N=C\c1cccs1)/c1cccs1,-7.2,28.0
NC(=O)C1=C[C@@H](c2ccccc2)C[C@@H](OCCCCO)O1,-10.8,19.8
CCN1C(=C(C#N)C#N)C=Cc2ccccc21,-24.0,20.0
COc1cccc(/C(N)=N/OC(=O)Cc2ccccc2[N+](=O)[O-])c1,-13.9,8.4
CCN(CC)c1ncnc2sc3c(c12)CCC3,-19.6,45.3
c1ccc(NCCCNc2ccccc2)cc1,-5.3,15.6
O=C(Nc1cccc(Cl)c1)N1CCN(C2c3ccccc3-c3ccccc32)CC1,3.3,10.4
O=C(NCCNc1ccc([N+](=O)[O-])cc1Cl)c1ccccc1F,1.3,8.7
CC(C)Oc1ccc(CNS(=O)(=O)c2csc(C(N)=O)c2)cc1,-6.1,4.5
NS(=O)(=O)c1ccc(Nc2ccccc2)c([N+](=O)[O-])c1,-5.9,29.4
COc1cccc(N(CC(=O)Nc2ccccc2C(=O)N2CCCC2)S(C)(=O)=O)c1,-18.8,15.9
O=C(NCc1ccccc1)/C(=C/c1ccc([N+](=O)[O-])cc1)NC(=O)c1ccco1,-8.1,25.9
COc1cc(/C=C2\N=C(C)OC2=O)cc(Cl)c1OC(C)=O,1.6,-8.2
O=C(c1cccs1)N1CCc2ccccc2C1,2.3,6.3
COc1ccc2nc(-c3ccco3)c(-c3ccco3)nc2c1,-13.7,29.4
Oc1ccc(C2Nc3cccc4cccc(c34)N2)cc1,0.4,-2.6
CCC(C)NS(=O)(=O)c1ccc(OCC(=O)N2CCCCC2)cc1 (configuration not stated),-12.8,12.1
CC(C)CN(C(=O)CCCOc1ccc(Cl)cc1Cl)c1c(N)n(Cc2ccccc2)c(=O)[nH]c1=O,11.6,38.6*
CCc1nnc2n1N=C(c1ccccc1)CS2,-16.7,-2.1
COc1ccc(NC(=O)CSCC(=O)Nc2nnc(CC(C)C)s2)cc1,-27.7,16.9
Cc1cc(C)cc(C(=O)NC(CC(N)=O)c2ccc(N3CCN(c4ccccn4)CC3)c([N+](=O)[O-])c2)c1 (configuration not stated),-9.7,2.5
COc1ccccc1CNC(=O)C1CCCN(S(=O)(=O)c2ccc3c(c2)C(C)(C)C(=O)N3C)C1 (configuration not stated),-30.4,8.3
COCCOC(=O)C1=C(C)N=C2SCCC(=O)N2C1/C=C/c1ccccc1 (configuration not stated),-7.2,20.4
COc1ccccc1C(=O)NCCC(=O)N1CCN(c2cccc(C(F)(F)F)c2)CC1,-30.9,13.6
CCOC(=O)CNC(=O)C1Cc2ccccc2CN1S(=O)(=O)c1cccs1 (configuration not stated),-15.5,7.7
CCOC(=O)c1cnn(-c2ccccc2)c1-n1cccc1C(=O)C(=O)Nc1ccccc1,-22.4,14.3
CN(C)S(=O)(=O)c1ccc(C(=O)Nc2ccccc2F)cc1,-11.6,9.9
CCOCCCNC(=S)N(CCO)Cc1cc2cc3c(cc2[nH]c1=O)OCCO3,-12.7,26.2
CCOc1ccc(NCCC(O)c2ccc(F)cc2)cc1 (configuration not stated),-0.3,9.1
COc1ccc(NC(=O)C(NC(=O)CC2NC(=O)NC2=O)c2ccccc2)cc1 (configuration not stated),3.0,2.3
CCc1ccc(OCC(O)CN2CCC(CN3C(=O)c4cccc5cccc(c45)C3=O)CC2)cc1 (configuration not stated),-21.5,7.3
O=C(C1=C[C@@H](c2csc3ccccc23)C[C@@H](OCc2ccc(CO)cc2)O1)N1CCN(Cc2ccc3c(c2)OCO3)CC1,-0.4,18.0
CC12CCC(=O)N1C(C(=O)Nc1nc3ccccc3s1)CS2 (configuration not stated),1.2,8.4
Cc1ccc(Cl)cc1NC(=O)c1ccc(Cn2cc(Cl)cn2)cc1,4.7,8.7
COc1cccc(CNC(=O)C2CCCN(S(=O)(=O)c3ccc4c(c3)C(C)(C)C(=O)N4C)C2)c1 (configuration not stated),-17.2,14.0
c1cnc(NC2C3CC4CC(C3)CC2C4)nc1 (configuration not stated),-16.9,5.8
CC(Oc1ccccc1Cl)C(=O)Nc1ccccc1C(=O)N1CCOCC1 (configuration not stated),-14.1,14.0
Cc1ccc(NC(=O)c2ccc([N+](=O)[O-])o2)cc1S(=O)(=O)N1CCOCC1,-16.7,43.6
Cc1cc(C)n(CCC(=O)N2CCCC(N3CCN(c4cccc(Cl)c4)CC3)C2)n1 (configuration not stated),-21.6,14.0
O=C(NNC(=O)c1ccc(-n2cncn2)c([N+](=O)[O-])c1)c1ccccc1,22.0,28.4
Cc1cc(C)cc(NC(=O)CN2C(=O)c3ccccc3C2=O)c1,-1.0,-1.1
O=c1c2ccccc2c(C=Nc2cccc(O)c2)c(O)n1-c1ccc2c(c1)OCO2,1.1,4.2
CCOC(=O)C1CCN(Cc2c(C(=O)N3CCOCC3)nc3c(C)cccn23)CC1,-5.4,5.5
COc1ccccc1Nc1ncc(C(C)=O)c(C)n1,-16.6,12.1

# Other results follow:
molecule,OX1R antag-1,OX1R antag-2
COC(=O)C1=C(O)/C(=C\c2ccc(OCC(=O)Nc3ccccc3)cc2)N=C1C,5.8,1.0
CC1CCCCC1NC(=O)Cn1cccc1C(=O)c1ccccc1 (configuration not stated),-33.5,28.1
CCCN(CCC)C(=O)c1cc2c(=O)n3cccc(C)c3nc2s1,-13.8,-1.9
Nc1cc(S(=O)(=O)Nc2ccccc2Cl)ccc1N1CCOCC1,-1.8,23.4
Cc1ccccc1CN(C)C(=O)CNC(=O)c1ccc2ccccc2c1,-5.0,19.0
O=C1CCc2cc(NS(=O)(=O)c3ccccc3)cc3c2N1CC3,-10.1,12.5
CC1(C)Cc2c(sc3nc(SCC(=O)O)[nH]c(=O)c23)CO1,-8.2,6.9
CC1CCCCN1CCCNC(=O)c1c(O)nc2ccccn2c1=O (configuration not stated),-4.3,6.6
COc1ccccc1C=NC(CO)C(O)c1ccc([N+](=O)[O-])cc1 (configuration not stated),-15.9,28.2
Cc1ccc(C)c(C(=O)c2ccccc2NC(=O)c2ccccn2)c1,-32.9,4.3
COc1ccccc1OCCn1cc(/C=C(\C#N)C(=O)NCc2cccs2)c2ccccc21,-19.0,17.9
CC(C)CN(CC(C)C)C(=O)CN1C(=O)NC2(CCCc3ccccc32)C1=O (configuration not stated),-32.9,13.0
CC(=O)c1sc(Nc2nc(C)cc(C)n2)nc1C,-12.5,16.8
O=C(O)c1cc(S(=O)(=O)N2CCN(S(=O)(=O)c3ccccc3)CC2)ccc1Cl,-9.3,-0.5
Cc1ccc(-n2nnc(-c3cnc4ccccc4c3)n2)cc1,-7.8,33.7
Cc1c(C(=O)OCC(=O)NCCc2ccc(S(N)(=O)=O)cc2)oc2ccccc12,-0.5,1.8
Cc1ccc(-c2noc(C3CCCCC3)n2)cc1,-11.7,14.3
COc1ccc(CCNC(=O)C2(C)CCC(=O)N2Cc2ccc(C)cc2)cc1OC (configuration not stated),-2.4,3.7
COc1ccc(/C=C/C(=O)NCCOc2ccccc2OC)cc1,-4.3,8.2
C(=N\Nc1ccc2ccccc2n1)/c1ccc2c(c1)OCO2,-35.0,29.3
CN1C(=S)N2CCCN2C1c1ccccc1 (configuration not stated),-7.7,11.7
CCOc1ccccc1-c1cc(-c2ccc(OC)cc2)nc2c1c(=O)n(C)c(=O)n2C,-10.7,17.6
COc1ccc([C@H]2CC(=O)C=C(c3cc(Cl)cc(Cl)c3)C2)cc1,-30.4,6.2
Cc1ccc(S(=O)(=O)CCN2C=CC(C(F)(F)F)=NCC2)cc1,-16.1,1.0
COC(=O)c1cc(S(=O)(=O)NCC2CCN(Cc3ccc(Cl)cc3)CC2)c[nH]1,-20.7,5.1
COc1cc(NC(=O)CCCl)cc(-n2cnnn2)c1,-6.9,18.8
CCOc1ncccc1C(=O)OCC(=O)N1CCN(S(=O)(=O)c2ccc(Cl)cc2)CC1,-21.6,3.2
CC(C)(C)c1cccc(Cn2nnc3ccccc32)c1O,-27.7,22.0
O=C1CC(c2ccccc2)CN1C(=O)c1cncc(Br)c1 (configuration not stated),-11.7,15.5
C=CCN(c1ccccc1)S(=O)(=O)c1ccc(Cl)c(C(=O)OCC(=O)NCCCN2CCCC2=O)c1,-12.2,5.2
N=c1oc2ccccc2cc1C(=O)NC1CCCCCC1,-22.5,13.7
O=C(Nc1ccccc1)OCN1C(=O)c2ccccc2C1=O,-9.9,13.5
CCOC(=O)c1csc(NC(=O)c2cc(OC)c(OC)c(OC)c2)n1,-39.0,24.5
FC(F)(F)c1nnc(-c2ccccc2)nc1N1CCCC1,-29.6,20.5
COc1ccc(-c2nnc(SC(C)C(=O)Nc3ccc4c(c3)OCCO4)o2)cc1 (configuration not stated),-8.0,9.8
COc1cc(Br)cc2cc(C(=O)N3CCCCC3C)c(=O)oc12 (configuration not stated),-28.8,11.1
O=C(COC(=O)c1cc(-c2cccs2)nn1-c1ccccc1)Nc1cccc([N+](=O)[O-])c1,-4.5,36.2
Cc1ccccc1OCC(O)Cn1c(Br)nc2c1c(=O)[nH]c(=O)n2C (configuration not stated),-16.0,-2.9
S=C(Nc1ccc2nccnc2c1)N1CCOCC1,15.2,15.7
O=C(NC(=S)Nc1ccc(N2CCCC2)cc1)c1ccc(F)cc1,-3.9,23.4
O=C(CNS(=O)(=O)c1ccc(Cl)cc1)N1CCN(c2ccc(F)cc2)CC1,-2.3,7.8
Cc1[nH]c2ccccc2c1Cc1nnc(SCC(=O)NCc2ccco2)o1,-12.7,11.4
CC(C)=C(NC(=O)c1ccccc1)C(N)=O,7.7,4.8
CC1=C(C#N)c2nc(N)c(C#N)c(C)c2/C1=C\c1ccc(C)cc1,-11.6,11.7
CCCC(C)C(=O)Nc1ccc(S(=O)(=O)Nc2nccs2)cc1 (configuration not stated),-3.6,7.4
CSCCCNC(=S)N1CCN(c2ccc(C(C)=O)cc2)CC1,-1.8,24.2
O=C(Nc1ccc2c(c1)OCO2)c1ccc(Cl)cc1Cl,-22.8,-3.3

# Nothing new here: an excerpt of the list.
molecule,OX1R antag-1,OX1R antag-2
Cc1cccc(OCC(=O)N2CCC(c3ccccc3)C2)c1 (configuration not stated),0.4,22.0
COc1ccc(-c2nc3scc(-c4ccccc4)n3n2)cc1,0.9,66.7*
O=C(CN1C(=O)/C(=C/c2cccc(Br)c2)SC1=S)N1CCCC1,2.6,9.4
O=C1C2C3C=CC(C4CC34)C2C(=O)N1/N=C/c1ccc(-c2ccc(F)cc2[N+](=O)[O-])o1 (configuration not stated),0.4,24.3
CN1CCN(c2ccc(NC(=O)c3ccc(Cl)cc3)cn2)CC1,0.5,5.3
CCCCC(CC)C1OCC(CN2CCCC2)O1 (configuration not stated),0.9,1.1
C(=N\N=C\c1cccs1)/c1cccs1,-7.2,28.0
NC(=O)C1=C[C@@H](c2ccccc2)C[C@@H](OCCCCO)O1,-10.8,19.8
CCN1C(=C(C#N)C#N)C=Cc2ccccc21,-24.0,20.0
COc1cccc(/C(N)=N/OC(=O)Cc2ccccc2[N+](=O)[O-])c1,-13.9,8.4
CCN(CC)c1ncnc2sc3c(c12)CCC3,-19.6,45.3
c1ccc(NCCCNc2ccccc2)cc1,-5.3,15.6
O=C(Nc1cccc(Cl)c1)N1CCN(C2c3ccccc3-c3ccccc32)CC1,3.3,10.4
O=C(NCCNc1ccc([N+](=O)[O-])cc1Cl)c1ccccc1F,1.3,8.7
CC(C)Oc1ccc(CNS(=O)(=O)c2csc(C(N)=O)c2)cc1,-6.1,4.5
NS(=O)(=O)c1ccc(Nc2ccccc2)c([N+](=O)[O-])c1,-5.9,29.4
COc1cccc(N(CC(=O)Nc2ccccc2C(=O)N2CCCC2)S(C)(=O)=O)c1,-18.8,15.9
O=C(NCc1ccccc1)/C(=C/c1ccc([N+](=O)[O-])cc1)NC(=O)c1ccco1,-8.1,25.9

# 2 entries drawn at random from the list so far:
molecule,OX1R antag-1,OX1R antag-2
COc1ccc(-c2nnc(SC(C)C(=O)Nc3ccc4c(c3)OCCO4)o2)cc1 (configuration not stated),-8.0,9.8
CC1=C(C#N)c2nc(N)c(C#N)c(C)c2/C1=C\c1ccc(C)cc1,-11.6,11.7
